PLCb3 inh – human PLC-beta3 inhibitors, primary screen, biochemical, fluorescence. 1-phosphatidylinositol 4,5-bisphosphate phosphodiesterase beta-3 (Homo sapiens), Q01970. Purified PLC-beta3, fluorogenic substrate. inhibition, % at 12.2 µM. actives 0.18% (n = 370,000); in the data active means inhibition above about 11%;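 further: 0% = median of compound wells on plate and 100% = full blocker control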
Rev-erbA mod – modulators of Rev-erb alpha DNA binding, primary screen, biochemical, FITC-DNA, fluorescence polarization, uHTS; Rev-erbα–FITC-DNA binding, 90 min; AID 1259318, 2017; activity, % at 10 µM; actives 0.79% (n = 370,000);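 active means activity above about 14%, limit read from the data; passing the limit was not always enough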;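 further: 0% = DMSO wells with 35 nM protein and 100% = DMSO wells with 750 nM protein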
ssDAF12 agonist – S. stercoralis DAF-12 nuclear receptor activators, primary screen, cell-based, luminescence, HEK293, GRIP1 co-expression, lit1-tk-luc; HEK293 ssDAF-12/GRIP1 lit1-tk-luc reporter; % of 3 µM dafachronic acid response; actives 1% (n = 370,000); Nuclear hormone receptor DAF-12 (Strongyloides stercoralis); activation, % at 6.8 µM;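 active means activation above the mean over all tested compounds plus 3 SD, cut at about 0.9% in these data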;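 further: 0% = DMSO-only wells and 100% = 3 µM delta7-dafachronic acid wells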
ADAM17 inh – ADAM17 inhibitors, primary screen, biochemical, QFRET. Disintegrin and metalloproteinase domain-containing protein 17 (Homo sapiens), P78536. actives 0.83% (n = 370,000). AID 720648, 2013. recombinant ADAM17, EDANS/DABCYL FRET peptide cleavage. inhibition, % at 6.95 µM;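 active means inhibition above the mean of compounds lying between control limits plus 3 SD, set per campaign, cut at about 8.5% in these data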;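 further: 0% = DMSO-only wells as the low control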
hgDAF-12 ag – H. glycines DAF-12 receptor agonists, primary screen, cell-based, luminescence, HEK293, GAL4 fusion, UAS-luciferase. Nuclear hormone receptor DAF-12 (Heterodera glycines), GAL4 fusion. HEK293 GAL4-hgDAF12 UAS-luciferase reporter, agonist luminescence; normalized to butyrate control. actives 1.8% (n = 370,000). activation, % at 6.8 µM;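 active means activation above a cutoff set at the mean of all screened compounds plus 3 SD, cut at about 10% in these data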;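 further: 0% = DMSO wells and 100% = sodium butyrate wells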
DAX1 inh-1 – DAX1 (NR0B1) inhibitors on StAR promoter, primary screen, cell-based, luminescence, SF-1 (NR5A1), full-length DAX-1. AID 652010, 2013. HEK293T StAR-luciferase reporter, SF-1/DAX-1 repression relief. actives 1.1% (n = 370,000). inhibition, % at 6.8 µM;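 active means inhibition above the mean over all tested compounds plus 3 SD, cut at about 3.6% in these data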;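 further: 0% = DAX-1 cells with DMSO and 100% = cells lacking DAX-1 with DMSO; higher inhibition means more luminescence from relief of DAX-1 repression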
PLC-gamma1 inh – PLC-gamma1 enzyme inhibitors, primary screen, biochemical, fluorescence, purified enzyme; fluorogenic substrate; inhibition, % at 12.2 µM; actives 0.84% (n = 370,000); AID 720700, 2013; in the data active means inhibition above about 9.5%
Target sequence (P19174 whole entry, looked up): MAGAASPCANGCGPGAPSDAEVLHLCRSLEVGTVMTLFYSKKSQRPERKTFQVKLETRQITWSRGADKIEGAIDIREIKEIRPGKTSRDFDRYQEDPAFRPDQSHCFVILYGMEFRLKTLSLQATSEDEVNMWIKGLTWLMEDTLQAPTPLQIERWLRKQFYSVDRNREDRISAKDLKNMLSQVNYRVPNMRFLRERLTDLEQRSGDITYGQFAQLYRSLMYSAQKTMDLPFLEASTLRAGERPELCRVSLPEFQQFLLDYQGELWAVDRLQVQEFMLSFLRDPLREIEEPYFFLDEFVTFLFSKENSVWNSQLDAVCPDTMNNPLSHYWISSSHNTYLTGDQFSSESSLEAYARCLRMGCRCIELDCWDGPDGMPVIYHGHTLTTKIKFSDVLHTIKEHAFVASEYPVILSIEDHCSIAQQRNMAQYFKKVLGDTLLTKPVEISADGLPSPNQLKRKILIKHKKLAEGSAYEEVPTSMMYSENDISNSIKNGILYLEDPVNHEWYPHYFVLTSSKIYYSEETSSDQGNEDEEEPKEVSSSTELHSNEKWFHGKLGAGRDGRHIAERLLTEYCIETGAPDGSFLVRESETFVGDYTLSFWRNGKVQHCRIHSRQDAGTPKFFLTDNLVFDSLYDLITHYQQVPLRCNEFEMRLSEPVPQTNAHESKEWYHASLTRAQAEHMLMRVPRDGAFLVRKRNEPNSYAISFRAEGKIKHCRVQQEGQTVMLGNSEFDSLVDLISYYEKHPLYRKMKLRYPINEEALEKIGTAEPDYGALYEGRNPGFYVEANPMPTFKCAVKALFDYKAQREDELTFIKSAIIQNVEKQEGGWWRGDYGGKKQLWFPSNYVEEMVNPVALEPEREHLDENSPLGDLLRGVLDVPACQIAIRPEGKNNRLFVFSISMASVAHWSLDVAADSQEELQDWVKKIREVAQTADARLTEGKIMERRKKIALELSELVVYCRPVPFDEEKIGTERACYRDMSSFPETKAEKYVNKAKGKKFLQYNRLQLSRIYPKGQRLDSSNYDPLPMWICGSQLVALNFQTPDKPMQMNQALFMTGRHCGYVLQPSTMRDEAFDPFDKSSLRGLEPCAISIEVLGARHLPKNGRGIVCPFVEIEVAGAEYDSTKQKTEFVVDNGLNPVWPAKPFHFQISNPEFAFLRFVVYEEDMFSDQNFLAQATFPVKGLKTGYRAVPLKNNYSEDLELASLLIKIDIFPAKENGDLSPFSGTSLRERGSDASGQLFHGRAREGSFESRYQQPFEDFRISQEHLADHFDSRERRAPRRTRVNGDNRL
MBD2 inh – inhibitors of MBD2 binding to methylated DNA, primary screen, biochemical, TR-FRET, DNA-binding domain, human. MBD2 binding to methylated oligonucleotide. actives 0.31% (n = 370,000). inhibition, % at 4.4 µM. AID 686964, 2013. Methyl-CpG-binding domain protein 2 (Homo sapiens), Q9UBB5; in the data active means inhibition above about 13%
DAX1 inh-2 – DAX1 (NR0B1) inhibitors, primary screen, cell-based, HEK293, Gal4-DAX1, luciferase luminescence. Nuclear receptor subfamily 0 group B member 1 (Homo sapiens), P51843. HEK293 Gal4-DAX1 luciferase reporter. inhibition, % at 6.75 µM. actives 0.99% (n = 340,000). AID 504766, 2011;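 active means inhibition above the mean over all tested compounds plus 3 SD, cut at about 4.2% in these data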;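 further: 0% = DAX1-transfected cells with DMSO and 100% = empty-vector control cells with DMSO; inhibition shows as a rise in luminescence from relieved DAX1 repression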
hcDAF12 agonist – H. contortus DAF-12 nuclear receptor activators, primary screen, cell-based, luminescence, HEK293, lit1-tk-luc reporter | HEK293 hcDAF-12 lit1-tk-luc reporter; 0% DMSO, 100% Δ7-dafachronic acid | activation, % at 6.8 µM | actives 1.4% (n = 370,000) | AID 652067, 2013;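 active means activation above the mean of all tested compounds plus 3 SD, cut at about 5.5% in these data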;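 further: 100% = response to 3 µM Δ7-dafachronic acid high control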
SMARCA2 act – SMARCA2 (BRM) function activators, primary screen, cell-based, luminescence, high throughput. MG213 cells, MMTV-luciferase reporter, dexamethasone, overnight. activation, % at 9.1 µM. actives 1% (n = 370,000). AID 652017, 2013; in the data active means activation above about 7.8%;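 further: 0% = vehicle wells and 100% = reference activator wells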
An asterisk follows results filed as active; . = no result given.

entry	Structure	PLCb3 inh	Rev-erbA mod	ssDAF12 agonist	ADAM17 inh	hgDAF-12 ag	DAX1 inh-1	PLC-gamma1 inh	MBD2 inh	DAX1 inh-2	hcDAF12 agonist	SMARCA2 act
1	CN1CCN(C(=O)CCN2C(=O)S/C(=C/c3ccc(Cl)cc3)C2=O)CC1	-1	-5	-1.4	-3	-1.0	-0.5	1	-1	-2.2	-0.2	-2
2	Cc1ccc(NC(=O)CN2C(=O)CCSc3ccc(S(=O)(=O)N4CCCC4)cc32)cc1C	-11	-2	-1.1	0	1.2	0.2	0	2	-0.1	-1.4	-4
3	COc1ccc(N(CC(=O)NCc2cccnc2)S(=O)(=O)c2c(C)nn(C)c2C)cc1	4	0	-1.6	-1	-1.4	-0.3	-3	-2	-0.9	-2.6	-1
4	CN(C(=O)CSc1nc2ccccc2n1CCc1ccccc1)C1CCS(=O)(=O)C1 (stereo not drawn)	-1	0	-0.9	-6	-1.7	-0.6	0	4	-0.9	-2.1	0
5	CCOC(=O)N1CCC(N2C(=O)c3ccccc3C2Nc2ccccc2C)CC1 (stereo not drawn)	1	-6	-2.2	-3	-2.5	0.4	4	1	0.5	-0.6	0
6	COCCNC(=O)/C(C#N)=C/c1c(N2CC(C)OC(C)C2)nc2ccccn2c1=O (stereo not drawn)	-126	6	-0.1	-202	-4.8	-0.3	-132	-4	-1.4	-1.4	-4
7	O=c1[nH]nc(CNc2ccc(OC(F)(F)F)cc2)c2ccccc12	-4	2	-1.9	1	0.7	-0.3	1	8	-0.5	-3.5	1
8	O=C(COC(=O)c1ccc(Cl)nc1)NC1CCCc2ccccc21 (stereo not drawn)	2	3	-0.5	-7	-1.9	-0.5	-1	-1	-1.6	-0.8	7
9	Cc1nnc(NC(=O)NCN2C(=O)C3C4C=CC(C4)C3C2=O)s1 (stereo not drawn)	6	1	-1.5	0	-0.3	-0.4	6	3	0.0	-0.6	1
10	CCCCn1c(N)c(N(Cc2ccccc2OC)C(=O)C2=COCCO2)c(=O)[nH]c1=O	-8	-2	-0.8	0	1.4	0.4	3	-3	-0.5	0.2	-1
11	CCOC(=O)c1cn2nc(N3CCCCC3)ccc2n1	-26	-5	-0.6	-5	6.6	1.9	-18	-1	-3.6	2.0	-1
12	Clc1ccc(-c2nnc3c4ccccc4nc(N4CCOCC4)n23)cc1Cl	-25	-4	-1.5	-8	-0.8	-2.4	-19	7	0.2	0.5	-1
13	CSc1nc2sc3c(c2c(=O)n1C)CCC3	-3	-2	-0.8	1	-2.1	-0.5	0	0	1.3	-0.5	-1
14	CCC(=O)c1cn(CC(=O)Nc2ccc(C)cc2C)c2ccccc12	-5	36*	-0.6	-1	-2.1	-0.4	-2	4	-0.7	-2.1	-2
15	Nc1cc(=O)[nH]c(SCC(=O)Nc2cc(Cl)cc(Cl)c2)n1	-2	10	-1.5	-1	1.1	-0.8	0	3	-0.7	0.6	-1
16	O=C(N/N=C1\SCC(=O)N1CCc1ccccc1)c1cccs1	0	-5	-1.1	-4	-4.6	0.0	5	7	-1.0	-0.6	-3
17	Cc1ccc(-n2c(CNc3ccc(F)cc3)nnc2SCC(=O)NCc2ccco2)cc1	-2	0	-1.2	-3	3.4	-0.6	-3	3	2.5	-3.0	-2
18	O=[N+]([O-])c1ccc(CS(=O)(=O)c2ccc(Cl)cc2)cc1	-2	8	-1.0	-5	-1.5	-0.1	1	-3	0.9	-2.2	4
19	CCOc1ccc(/C=C/C(=O)Nc2ccc3[nH]c(=O)[nH]c3c2)cc1	4	-4	-0.9	2	-1.6	0.1	3	-4	0.1	-2.2	-1
20	Cn1c(SCC(=O)NCC2CCCO2)nnc1-c1cccc(NC(=O)c2ccccc2F)c1 (stereo not drawn)	-8	-4	-1.8	-6	1.1	-0.2	-1	0	0.3	-1.4	2
21	CCCN1C(=O)c2ccccc2NC1c1ccc(C)cc1 (stereo not drawn)	-341	3	-1.2	-372	1.1	0.4	-287	-6	0.4	-0.5	-4
22	O=C(CCN1C(=O)c2cccc3cccc(c23)C1=O)NCc1cccnc1	-20	5	-1.4	-103	-0.1	-0.1	-17	-4	-1.6	-1.4	2
23	O=C(COC(=O)/C=C/c1cccc(C(F)(F)F)c1)NC1CCS(=O)(=O)C1 (stereo not drawn)	-5	-1	-1.1	-5	2.2	-1.4	7	-4	0.8	-1.0	-3
24	COc1cc(CNC2CCCCCCC2)cc(Cl)c1OC	-5	-1	-0.4	-6	2.8	-0.1	0	-1	1.0	1.6	1
25	COCCn1c(=O)[nH]c2cc(C(=O)N3CCN(c4cccc(C(F)(F)F)c4)CC3)ccc2c1=O	-7	-1	-1.1	0	-1.4	0.0	0	-5	-0.8	0.3	0
26	CC1(C(=O)Nc2nccs2)CCN1C(=O)C1(c2ccccc2)CC1 (stereo not drawn)	2	-7	-1.1	-1	0.9	-0.3	0	2	.	2.8	0
27	CCOC(=O)N1CCC(N(CCN(C)C)C(=S)Nc2ccc(OCC)cc2)CC1	-4	-1	-0.3	-2	-0.3	-0.3	3	-5	.	-1.1	-2
28	O=C(COc1ccccc1)N[C@@H]1c2ccccc2CC[C@@H]1OCc1ccccc1	5	2	-0.9	5	3.0	1.9	5	-3	1.2	-0.1	-5
29	C=C(C)COc1cc2oc(=O)c(CC(=O)N3C[C@H]4C[C@@H](C3)c3cccc(=O)n3C4)c(C)c2cc1Cl	-244	-1	-1.2	-402	-3.5	-1.3	-191	1	1.5	-1.6	4
30	OCCN1CCN(c2nc(N3CCCCC3)nc(N3CCCCC3)n2)CC1	3	1	-0.7	-3	0.4	-0.4	5	-4	-1.7	-1.0	-1

Later entries.
entry	Structure	PLCb3 inh	Rev-erbA mod	ssDAF12 agonist	ADAM17 inh	hgDAF-12 ag	DAX1 inh-1	PLC-gamma1 inh	MBD2 inh	DAX1 inh-2	hcDAF12 agonist	SMARCA2 act
31	CCCn1nnc(NC(=O)COc2ccc(Cl)cc2)n1	-1	10	-1.0	-5	1.7	0.0	1	14*	-0.1	-0.6	-1
32	CC(=O)Nc1ccc(NC(=O)C(C)OC(=O)CNS(=O)(=O)/C=C/c2ccc(C)cc2)cc1 (stereo not drawn)	2	1	-0.4	-2	-1.9	0.5	3	-1	0.3	-1.6	-2
33	CCc1nnc(NC(=O)c2ccc(S(=O)(=O)N3CCCC3)cc2)s1	-1	3	-1.3	2	-1.6	0.4	0	-5	-0.7	-0.7	-2
34	COc1ccc(-c2nnnn2C(C)C)cc1	-5	0	-1.3	-6	1.7	-0.8	-1	-4	1.8	-0.8	-3
35	CC(CCc1ccccc1)NC(=O)COC(=O)CC1CC2CCC1C2 (stereo not drawn)	2	1	-1.1	1	1.7	-0.9	6	-1	-0.1	-2.6	-2
36	CCOC(=O)c1c(NC(=O)Cn2nc([N+](=O)[O-])c(Br)c2C)sc2c1CCC(C)C2 (stereo not drawn)	2	-3	-0.6	0	-1.2	-0.1	1	0	0.0	1.9	-4
37	COC(=O)/C(=C\c1ccc([N+](=O)[O-])o1)NC(=O)c1ccccc1	-10	1	-1.3	-4	-1.6	-1.2	-8	4	-2.4	-2.0	-4
38	CC(=O)Nc1cccc(OCC(=O)/C=C2\N(C)c3ccccc3C2(C)C)c1	-90	-3	-1.4	-29	-2.0	-1.0	-75	-1	-1.6	-1.7	-3
39	O=C1C(c2ccc(F)cc2)N(CC2COc3ccccc3O2)C(=O)CN1C1CCCCC1 (stereo not drawn)	2	-4	-1.5	-1	1.2	-1.0	2	2	-0.8	0.0	-2
40	COc1ccc2c(c1)sc(=N)n2CC(=O)Nc1cc(C)cc(C)c1	1	-3	-0.8	0	0.8	-0.9	2	-1	-0.6	-0.9	3
41	COc1ccccc1CNC(=O)COC(=O)c1cccs1	-5	-9	-0.8	-2	2.8	-1.3	4	6	-0.2	-2.0	1
42	Cc1cc(=O)nc2c3ccccc3n(C(C)C(=O)NCCC(C)C)n12 (stereo not drawn)	-3	-1	-1.2	-8	-2.7	0.5	-2	-2	1.3	-1.8	0
43	Fc1ccc(NC(=S)N2CCCc3ccccc32)cc1	-5	-3	-0.1	0	-1.9	-0.5	-3	3	-0.7	1.6	0
44	CCn1c2ccccc2c2cc(NC(=O)N3CCOCC3)ccc21	-30	-1	-0.9	-31	1.9	0.9	-24	-7	-0.6	0.5	6
45	COCCn1c(SC(C)C(=O)Nc2ccc3c(c2)OCCO3)nc2ccccc2c1=O (stereo not drawn)	-1	-1	-1.5	0	1.1	-0.7	1	-2	-0.7	-2.0	-2
46	Cc1ccc2c(c1)N(Cc1ccncc1)C(=O)C(C)O2 (stereo not drawn)	0	-3	-0.3	-7	-0.1	-0.2	1	1	-1.1	-0.2	-2
47	Cc1ccccc1NC(=O)Cn1nnc(-c2ccncc2)n1	0	-4	-0.1	-1	1.9	-0.2	0	2	.	-1.5	-4
48	COC(=O)c1sccc1NC(=O)Nc1cccc(C(C)=O)c1	-6	-2	-2.1	-2	1.2	-0.3	-4	2	-0.4	-0.1	-1
49	COc1cc(CN2CCNC(=O)C2CC(=O)N(C)CCCN2CCOCC2)cc(OC)c1 (stereo not drawn)	-16	1	-1.0	-5	0.3	0.4	-6	1	0.8	0.7	-3
50	FC(F)(F)c1ccccc1Cc1c(-c2ccc(Cl)cc2)nc2c3ccccc3ccn12	-7	-2	1.8*	-5	0.6	0.9	-6	1	.	5.1	-1
51	Brc1ccccc1OCCN1CCCC1	-4	-1	-1.5	0	-1.2	0.2	0	-5	4.0	0.9	-2
52	CCOC(=O)c1c(C)[nH]c(C(=O)CN2C(=O)NC(C)(C)C2=O)c1C	-2	6	-0.5	-1	0.4	0.6	3	-1	1.4	1.2	2
53	CCOc1ccc(NC(=O)CC)cc1	4	-5	-0.7	2	-1.1	1.0	2	0	.	0.0	-2
54	CCCNC(=O)c1cc(C2CCCN(C(=O)c3ccc4c(c3)CCO4)C2)on1 (stereo not drawn)	1	5	-1.0	0	1.6	-0.3	0	-1	.	-1.4	-5
55	COc1ccc(C(=O)NCCn2ccc3ccccc32)cc1OC	-3	-1	-0.4	2	-1.5	0.5	-6	-1	-0.6	1.6	1
56	O=C(CSc1nc2ccccc2n1S(=O)(=O)c1cccc([N+](=O)[O-])c1)NCCc1ccccc1	0	0	-1.0	-2	0.3	0.3	0	-2	-0.4	-1.7	-3
